NS5 inhibitors: flavivirus cap methylation enzyme inhibition – biochemical, confirmation dose response, primary screen (AID 588689) | Dengue-2 NS5 methyltransferase capping enzyme assay, biochemical; higher % means a stronger effect | hit rate 0.3% among 340,000 | inhibition, % at 25 µM, or IC50 in µM where a hit was titrated; in the data active = a potency from the dose series; inconclusive = inhibition above about 29% without an active follow-up result
GPR35 arrestin U2OS: inhibition of zaprinast-stimulated GPR35 beta-arrestin translocation – imaging, U2OS, beta-arrestin-GFP, zaprinast agonist, primary screen (AID 2058). U2OS GPR35 beta-arrestin-GFP translocation imaging, zaprinast antagonism; higher % means a stronger effect. one-dose inhibition, % at 10 µM; IC50 in µM for titrated hits. hit rate 0.052% among 290,000;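 active = inhibition of at least 50% with at least 30 cells and total cytoplasm GFP at most 10,000,000; inconclusive = under 30 cells or total GFP of 10,000,000 plus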
AID2073: disruptors of CaV2.2 binding to Mint1 – biochemical, HTRF (AID 2073); HTRF protein-protein interaction, Mint1-CaV2.2; higher % means a stronger effect; one-dose inhibition, % at 20 µM; IC50 in µM for titrated hits; hit rate 0.19% among 290,000; in the data active = inhibition mostly above about 51%, no sharp cut-off; inconclusive = no clear call, values can overlap the other calls; inactive = mostly below about 53%; also: some results filed as inactive read as strong as hits
GPR55 antagonists: GPR55 antagonists blocking LPI-driven arrestin recruitment, primary screen, imaging, U2OS, beta-arrestin-GFP, LPI agonist (AID 2013) | U2OS GPR55 beta-arrestin-GFP translocation imaging, LPI antagonism; higher % means a stronger effect | inhibition, % at 10 µM, or IC50 in µM where a hit was titrated | hit rate 0.13% among 290,000;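 active = spots per cell inhibited over 60%, with over 100 cells counted and total cytoplasm intensity under 500,000; inconclusive = wells with under 100 cells, flagged as likely toxic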;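 also: U2OS cells stably carrying GPR55 and arrestin-GFP stimulated by 5 µM LPI near EC80; imaged beta-arrestin-GFP aggregate spots per cell after agonist stimulation; plate controls were LPI-stimulated DMSO wells for no effect and DMSO wells without LPI for full effect; some results filed as inactive read as strong as hits; confirmed hits need IC50 under 10 µM and bright autofluorescent wells are also inconclusive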
Yfh1-depleted yeast: enhancers of respiration in Yfh1-depleted yeast, dose response, Friedreich's ataxia, plus single-dose screen (AID 1465); S. cerevisiae Yfh1-off respiration, WST-1 reduction, 72 h; higher fold induction means a stronger effect; one-dose fold induction at 50 µM; EC50 in µM for titrated hits; hit rate 0.074% among 220,000;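 active = fold induction of absorbance versus untreated yeast above a set limit, then at least 30% activation at any dose in follow-up; inconclusive = repeats straddling the limit, or above it without dose testing; inactive = fold induction below the set limit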;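 also: activators that raise dye reduction in frataxin-depleted yeast; strong numbers were not always called active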
GPR55 beta-arrestin: GPR55 agonists via beta-arrestin recruitment, primary screen, imaging, U2OS cells, beta-arrestin-GFP redistribution (AID 1961). U2OS GPR55 beta-arrestin-GFP redistribution imaging; higher % means a stronger effect. activation, % at 10 µM; hits with a dose series show EC50 in µM. hit rate 0.048% among 290,000;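 active = activation above 40% with more than 50 cells counted in the well; inconclusive = wells holding fewer than 50 cells, flagged as toxic or sparse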;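 also: U2OS osteosarcoma cells stably expressing GPR55 and beta-arrestin-GFP; plate controls were DMSO negative control for no effect and LPI positive control for full effect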
Large T inhibition: TAg ATPase/helicase activity blockers – biochemical (AID 1903); SV40 large T antigen ATPase/helicase inhibition assay; higher % means a stronger effect; inhibition, % at 20 µM; hits with a dose series show IC50 in µM; hit rate 0.39% among 310,000; in the data active = a potency from the dose series; inconclusive = inhibition mostly from about 32% at the one dose, without a potency; inactive = the rest, 99 in 100 with inhibition below about 32%; also: strong numbers were not always called active
NTR1 agonist: NTR1-driven beta-arrestin-GFP spot formation – imaging, U2OS cells, high content, primary screen (AID 493036); hit rate 0.17% among 330,000; P30989; activation, % at 20 µM; agonist mode;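 active = activation at or above 40% of the spot to cytoplasm intensity ratio, with at least 20 cells analyzed; inconclusive = wells under 20 cells, flagged as cytotoxic or low count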;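 also: 0% = DMSO without peptide and 100% = 100 nM NTR1 peptide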
Target sequence (P30989 whole entry, looked up): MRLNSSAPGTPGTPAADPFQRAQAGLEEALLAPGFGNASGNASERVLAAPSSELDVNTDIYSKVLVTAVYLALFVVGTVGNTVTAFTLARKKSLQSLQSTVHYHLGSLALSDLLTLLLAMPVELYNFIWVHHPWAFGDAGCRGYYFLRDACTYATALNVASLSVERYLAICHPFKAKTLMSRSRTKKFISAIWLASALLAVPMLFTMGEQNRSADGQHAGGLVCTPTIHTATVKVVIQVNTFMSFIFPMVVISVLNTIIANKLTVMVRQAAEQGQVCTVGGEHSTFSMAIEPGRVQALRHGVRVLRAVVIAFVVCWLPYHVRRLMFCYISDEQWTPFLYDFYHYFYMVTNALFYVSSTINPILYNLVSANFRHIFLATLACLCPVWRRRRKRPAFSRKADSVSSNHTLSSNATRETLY
MgcRacGAP inhibition: MgcRacGAP GTPase-activating activity inhibitors, confirmation, biochemical, ADP Hunter fluorescence; MgcRacGAP-stimulated Rac1 GTP hydrolysis, ADP Hunter fluorescence; higher % means a stronger effect; GST-tagged Rac1 F28L mutant substrate; one-dose inhibition, % at 30 µM; IC50 in µM for titrated hits; hit rate 0.6% among 340,000; AID 624330;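 active = first-screen hits whose inhibition reached a set limit at any dose in the follow-up dose series; inconclusive = inhibition above the set first-screen limit but never retested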;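 also: fluorescence reports GDP produced by GAP-driven GTP hydrolysis; strong numbers were not always called active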
NTR1 agonist cell count 20 µM: recorded beside NTR1 agonist, whose call it bears; cell count; measured here: cell count, cytotoxicity flag
NS5 inhibitors pilot replicate: second read-out of NS5 inhibitors, no call of its own (marks repeat the call); inhibition, %; measured here: pilot screen replicate inhibition
* = called active by the depositor; i = inactive; ? = inconclusive; nt = not tested or not shown. Compounds as they come; 1.7% or so of the library scored in one or more.

SMILES	NS5 inhibitors	GPR35 arrestin U2OS	AID2073	GPR55 antagonists	Yfh1-depleted yeast	GPR55 beta-arrestin	Large T inhibition	NTR1 agonist	NTR1 agonist cell count 20 µM	MgcRacGAP inhibition	others
CO/N=C(/C)CCS(=O)(=O)c1ccccc1	-1%	-19%	-6%	-9%	i	-0.3%	9%	-1.3	32	7%
Cc1cc(C)n(CCOc2ccc(Br)cc2)n1	-3%	1%	-3%	1%	nt	-0.2%	13%	-0.6	59	11%	NS5 inhibitors pilot replicate=-6.1
COc1ccc(-c2csc3ncnc(N4CCN(S(=O)(=O)c5ccc(C(C)=O)cc5)CC4)c23)cc1	-6%	nt	nt	nt	nt	nt	18%	0.7	46	5%
O=C1C2C(c3ccccc3)CC=CC2[C@H](c2ccc(C(F)(F)F)cc2)N1Cc1ccccc1 (stereo partly specified)	-4%	6%	11%	-21%	i	-0.1%	6%	8.9	93	11%
CCN(c1ccccc1C)S(=O)(=O)c1cc2c3c(c1)CCC(=O)N3CCC2	-2%	2%	6%	12%	nt	-0.1%	9%	0.9	53	13%
O=C(NC1CCCCCC1)C(=S)NCc1ccccc1	10%	-21%	2%	2%	i	-0.1%	22%	8.9	55	4%
O=C(Nc1ccc(Oc2ncnc3cc(Cl)ccc23)nc1)c1cccs1	3%	11%	?	10%	i	0.7%	7%	1.0	38	1%
Cc1ccc(NC(=O)c2sc3ccccc3c2Cl)nc1	-2%	7%	15%	-9%	i	-0.1%	5%	0.9	52	2%
Cc1ccc(C)c(NC(=S)c2ccccn2)c1	-6%	6%	-34%	-1%	i	-0.1%	8%	4.5	68	8%
Cc1ccccc1SCc1noc(C(=O)NCC2CCCO2)c1C(=O)O (stereo unspecified)	3%	7%	4%	-8%	i	-0.1%	2%	-2.7	105	8%
COc1ccc(-n2nnnc2SCC(=O)NCCc2ccccc2)cc1OC	-2%	-2%	-2%	1%	i	-0.5%	5%	-1.3	33	6%
O=C(Nc1cc(C(=O)N2CCCC2)ccc1N1CCCC1)c1ccccc1F	-6%	-6%	-4%	-2%	i	-0.1%	-1%	1.3	61	8%
Cc1cccc(NC(=O)c2cccc(Cn3cc(Br)c([N+](=O)[O-])n3)c2)c1C	5%	-14%	1%	7%	i	-0.1%	-2%	1.9	47	6%
CCCn1c2c(c(O)c(C(=O)Nc3nc(C)cs3)c1=O)CCCC2	nt	18%	-8%	1%	i	-0.2%	22%	nt	nt	nt
CCN(CC)S(=O)(=O)c1ccc(C)c(NC(=O)CSc2ncc(C(F)(F)F)cc2Cl)c1	-2%	1%	-20%	-6%	i	-0.3%	6%	1.0	50	-9%
COC(=O)CSc1nnc(C)n1-c1cccc(C#N)c1	-6%	1%	-3%	3%	i	-0.2%	9%	-2.1	70	7%
CCCCc1noc2c1/C(=N\O)CC(c1ccccc1)C2 (stereo unspecified)	6%	-5%	7%	-8%	i	-0.2%	-1%	-0.2	64	5%
O=C(Nc1cc(Cl)ccc1-n1cncn1)c1cncc(Br)c1	7%	nt	nt	nt	nt	nt	11%	0.1	65	-2%
COc1ccc(-c2nc(CSCC(=O)N3CCN(C(=O)c4ccco4)CC3)c(C)o2)cc1OC	0%	-1%	10%	-2%	i	-0.1%	-7%	-2.6	55	5%
CC(OC(=O)c1ccccc1OCc1ccc(Cl)cc1)C(N)=O (stereo unspecified)	-2%	2%	4%	3%	i	0.1%	24%	1.2	37	1%
Cc1ccnc(N2CCC(C(=O)Nc3ccc4c(c3)OCCO4)CC2)n1	-5%	6%	9%	11%	i	0.2%	nt	0.6	47	5%
CN1/C(=C/C(=O)C2CC2)C(C)(C)c2ccccc21	-10%	7%	3%	2%	i	-0.4%	11%	-0.1	28	-9%
CCOC(=O)C(NC(=O)c1ccccc1)(OCc1ccccc1)C(F)(F)F (stereo unspecified)	-5%	7%	6%	-1%	i	-0.2%	-1%	-0.4	39	4%
COC(=O)c1ccc(S(=O)(=O)N2C3CCC2CC(NC(=O)C2CC2)C3)cc1 (stereo unspecified)	6%	-4%	-1%	10%	i	0.0%	-2%	-0.5	51	-6%
Cc1cccn2c(=O)c(C=O)c(N3CCN(c4ccc(F)cc4)CC3)nc12	3%	9%	2%	6%	i	0.2%	6%	4.7	69	7%
CCCNC(=O)c1ccc2c(=O)n(Cc3ccco3)c(=S)[nH]c2c1	-7%	-6%	64%	8%	i	0.2%	7%	-0.1	64	10%
CCOC(=O)[C@H]1[C@H]2COc3ccc(OC)cc3[C@@H]2N2C(=O)c3ccccc3NC(=O)[C@@]12C	-4%	nt	nt	nt	nt	nt	-7%	-6.6	100	-7%
CC(=O)c1cc2c(cc1NC(=O)Cn1nc(-c3ccc(F)cc3)ccc1=O)OCO2	-2%	12%	-1%	7%	nt	0.9%	8%	2.4	58	3%
Cc1occc1-c1nnc(SCC(=O)NC2CC2)n1C	-10%	6%	-3%	16%	nt	0.0%	17%	0.3	67	0%
O=C1CC(N2CCN(c3ccccc3Cl)CC2)C(=O)N1c1cccc(F)c1 (stereo unspecified)	6%	1%	1%	-10%	i	-0.1%	-2%	1.1	57	1%
Cn1c(=O)n(C)c2cc(NS(=O)(=O)c3ccc(Br)s3)ccc21	-4%	-12%	15%	20%	i	-0.1%	11%	0.5	57	8%
CC1CCc2sc3c(c2C1)c1ncnn1c(=O)n3CC(=O)c1ccc(Br)cc1 (stereo unspecified)	-9%	nt	nt	nt	i	nt	nt	8.0	43	7%
CCN(CC)c1ccc(C2C3CCCCC3(O)CCN2CC(=O)N2CCCCC2)cc1 (stereo unspecified)	39%	18%	-7%	-4%	i	0.6%	7%	-0.3	45	-4%
COc1ccc(S(=O)(=O)Cc2ccc(C(=O)N3CCN(C(=O)c4ccco4)CC3)o2)cc1	1%	21%	-2%	9%	i	-0.1%	5%	0.0	65	-1%
C=CCN(CC=C)C(=O)C(=O)c1cc(C)n(-c2ccc([N+](=O)[O-])cc2)c1C	-7%	5%	7%	6%	nt	-0.1%	0%	1.5	57	3%
O=c1oc2ccccc2c(NCc2cccc(F)c2)c1[N+](=O)[O-]	-14%	-7%	7%	4%	i	-0.5%	0%	2.0	88	20%
O=C(NCCN1CCOCC1)c1sc2cc(Cl)ccc2c1Cl	0%	-4%	-9%	0%	nt	-0.1%	6%	-0.4	42	6%
C=CCOc1ccc(C2=NOC(C(=O)Nc3ccc4c(c3)OCCO4)C2)cc1OC (stereo unspecified)	-7%	4%	14%	8%	nt	-0.1%	2%	0.7	68	16%
CCn1cc(/C=C/C(=O)Nc2ccn(Cc3c(F)c(F)cc(F)c3F)n2)cn1	-3%	6%	6%	-1%	i	-0.5%	0%	-0.7	100	5%
O=C(NCCCCc1ccccc1)C1CC(c2cccc([N+](=O)[O-])c2)=NO1 (stereo unspecified)	1%	19%	13%	7%	i	-0.1%	23%	-1.3	102	9%
CNC(=O)COC(=O)COc1ccc2c(C)cc(=O)oc2c1	-3%	6%	-1%	12%	i	0.3%	8%	0.4	35	3%
Nn1c(SCC(=O)NC2CCCCC2)nnc1-c1ccccc1	-5%	-6%	-6%	-6%	i	-1.0%	11%	-0.1	99	5%
Cc1cccc(NC(=O)CCCn2cc([N+](=O)[O-])cn2)n1	-3%	3%	11%	9%	i	0.5%	1%	0.1	58	5%
CC(=O)N1CCN(C(=O)CCN(c2ccccc2)S(=O)(=O)c2ccc(C)cc2)CC1	-6%	nt	nt	nt	nt	nt	4%	1.3	59	2%
O=C(COC(=O)/C=C/c1ccccc1[N+](=O)[O-])Nc1ccc(OCc2ccccc2)cc1	-5%	-10%	26%	15%	i	0.0%	3%	1.7	64	8%
Cc1ccc(C(=O)Nc2ccccc2OC(F)F)cc1	-7%	-10%	2%	-2%	i	-0.1%	3%	0.8	86	9%
COc1ccccc1/C=C1\SC(=S)N(CC(=O)Nc2nnc(C)s2)C1=O	nt	-6%	67%	16%	i	1.5%	1%	10	64	nt
Cc1c(NC(=O)c2cc3ccccc3o2)c(=O)n(-c2ccccc2)n1C	-6%	-11%	39%	2%	i	-0.1%	2%	-0.4	98	4%
COC(=O)CCCCNC(=O)Nc1ccccc1	-7%	0%	3%	-2%	i	-0.4%	15%	-0.6	26	0%
Cc1ccc(-c2nn(-c3ccccc3)cc2CN(Cc2ccccc2)C(=O)CCC(=O)O)o1	15%	12%	25%	2%	i	-0.2%	22%	0.7	75	8%

The listing continues:
SMILES	NS5 inhibitors	GPR35 arrestin U2OS	AID2073	GPR55 antagonists	Yfh1-depleted yeast	GPR55 beta-arrestin	Large T inhibition	NTR1 agonist	NTR1 agonist cell count 20 µM	MgcRacGAP inhibition	others
CC(C)(C)c1ccc(C(=O)N2CCCN(C(=O)c3ccc(C(C)(C)C)cc3)CC2)cc1	-3%	6%	47%	11%	i	-0.3%	20%	6.1	46	-1%
CCCCCC(=O)N1CCCC1	2%	8%	-3%	10%	i	0.2%	2%	nt	nt	3%
Cc1cccc(NC(=O)COc2cccc3c2CCN(C)C3=O)c1	-1%	15%	13%	7%	i	-0.3%	10%	-0.7	61	-2%
CCOc1cc(/C=N/n2nnnc2N)ccc1OCc1c(C)no[n+]1[O-]	-2%	16%	6%	6%	i	-0.3%	6%	-0.8	35	8%
CC(C)(C)c1ccc(CN2C(=O)c3ccccc3S2(=O)=O)cc1	-2%	3%	7%	7%	nt	0.3%	4%	12	54	-1%
CN1CCN(C(=O)C2CC(c3ccc(F)cc3)=NO2)CC1 (stereo unspecified)	-1%	4%	-1%	12%	i	-0.2%	0%	2.0	59	1%
Cc1cc(Nc2ccc(F)cc2Cl)n2nc(C)nc2n1	0%	-3%	-2%	1%	i	-0.1%	0%	-0.7	44	0%
O=C1COc2ccc(S(=O)(=O)Nc3ccc(OC(F)(F)F)cc3)cc2N1	-11%	5%	0%	37%	nt	-0.1%	4%	2.5	51	-14%
S=C(NCCCn1ccnc1)Nc1ccc(Cl)cc1Cl	-7%	-17%	-16%	3%	i	0.2%	-4%	-0.6	37	0%

Assay outcomes: PubChem BioAssay, several laboratories
